Screens as filed in PubChem BioAssay.
PG9 Ab binder – PG9 antibody binding by small molecule | TR-FRET gp120-PG9 antibody binding | inhibition, % at 6.7 µM | 360,000 compounds, 0.43% hits; in the data active = inhibition above about 8.5%
ADAM10 inh – inhibits human ADAM10 | O14672 | recombinant ADAM10, EDANS/DABCYL FRET peptide cleavage, 3 h | inhibition, % at 7 µM | 370,000 compounds, 0.62% hits | AID 720582;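 active = inhibition above a per-campaign cutoff equal to the mean of compounds falling between control-based bounds plus 3 SD, cut at about 20% in these data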;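 also: 0% = DMSO wells while the 100% control is not disclosed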
SMARCA2 activ – activators of SMARCA2 function; MG213 cells, MMTV-luciferase reporter, dexamethasone, overnight; AID 652017; activation, % at 9.1 µM; 370,000 compounds, 1% hits; in the data active = activation above about 7.8%;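 also: 0% = vehicle wells and 100% = reference activator wells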
ADAM17 inh – ADAM17 inhibition, QFRET primary screen | recombinant ADAM17, EDANS/DABCYL FRET peptide cleavage | inhibition, % at 6.95 µM | 370,000 compounds, 0.83% hits | AID 720648;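 active = inhibition above the mean of compounds lying between control limits plus 3 SD, set per campaign, cut at about 8.5% in these data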;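 also: 0% = DMSO-only wells as the low control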
Target sequence (P78536 215-824 limits assumed): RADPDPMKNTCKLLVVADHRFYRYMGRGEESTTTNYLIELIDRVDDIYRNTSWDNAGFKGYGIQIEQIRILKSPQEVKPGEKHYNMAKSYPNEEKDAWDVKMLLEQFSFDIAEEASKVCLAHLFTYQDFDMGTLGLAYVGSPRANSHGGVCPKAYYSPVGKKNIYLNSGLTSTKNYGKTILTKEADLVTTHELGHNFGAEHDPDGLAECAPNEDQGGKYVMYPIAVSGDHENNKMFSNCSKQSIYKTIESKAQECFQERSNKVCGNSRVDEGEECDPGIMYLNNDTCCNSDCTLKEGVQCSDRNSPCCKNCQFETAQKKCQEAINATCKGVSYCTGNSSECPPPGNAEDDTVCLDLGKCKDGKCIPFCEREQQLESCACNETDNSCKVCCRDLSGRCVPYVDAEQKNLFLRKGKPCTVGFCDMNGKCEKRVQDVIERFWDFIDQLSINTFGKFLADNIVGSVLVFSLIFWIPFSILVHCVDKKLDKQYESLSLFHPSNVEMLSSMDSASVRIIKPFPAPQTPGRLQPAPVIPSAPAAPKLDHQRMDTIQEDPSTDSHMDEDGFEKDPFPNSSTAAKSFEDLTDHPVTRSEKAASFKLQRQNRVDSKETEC
FXN GAA850 act – activators of GAA850 frataxin (FXN) promoter | activation, % at 6 µM | 360,000 compounds, 0.56% hits | HEK293 lucGAA850 FXN promoter luciferase reporter, 24 h; percent of 10 µM SAHA response;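 active = activation above the average of all compounds screened plus 3 SD, cutoff fixed separately per campaign, cut at about 7.5% in these data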;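 also: 0% = DMSO wells and 100% = 10 µM SAHA wells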
DAX1 inh-1 – DAX1 (NR0B1) inhibition, primary screen; AID 652010; HEK293T StAR-luciferase reporter, SF-1/DAX-1 repression relief; inhibition, % at 6.8 µM; 370,000 compounds, 1.1% hits;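 active = inhibition above the mean over all tested compounds plus 3 SD, cut at about 3.6% in these data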;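 also: 0% = DAX-1 cells with DMSO and 100% = cells lacking DAX-1 with DMSO; higher inhibition means more luminescence from relief of DAX-1 repression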
DAX1 inh-2 – NR0B1 (DAX1) inhibition | HEK293 Gal4-DAX1 luciferase reporter, luminescence | inhibition, % at 6.75 µM | 340,000 compounds, 0.99% hits | AID 504766;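 active = inhibition above the mean over all tested compounds plus 3 SD, cut at about 4.2% in these data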;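 also: 0% = DAX1-transfected cells with DMSO and 100% = empty-vector control cells with DMSO; inhibition shows as a rise in luminescence from relieved DAX1 repression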
Target sequence (P51843 207-470 limits assumed): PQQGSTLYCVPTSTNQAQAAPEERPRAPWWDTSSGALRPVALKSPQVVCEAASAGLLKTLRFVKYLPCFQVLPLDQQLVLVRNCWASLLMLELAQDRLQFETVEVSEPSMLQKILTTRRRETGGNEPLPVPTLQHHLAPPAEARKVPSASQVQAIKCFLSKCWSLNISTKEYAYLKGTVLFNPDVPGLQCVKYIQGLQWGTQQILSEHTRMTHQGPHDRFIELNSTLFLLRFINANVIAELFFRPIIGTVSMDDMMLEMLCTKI
GC-A act – GC-A (human) enzyme activation | HEK293 GC-A cells, cGMP TR-FRET, EC30 ANP; 0% at EC30 ANP, 100% saturating ANP | activation, % at 10 µM | 370,000 compounds, 0.14% hits | AID 1671463; in the data active = activation above about 40%
hgDAF12 agonist – agonists of H. glycines DAF-12 nuclear receptor | HEK293 GAL4-hgDAF12 UAS-luciferase reporter, agonist luminescence; normalized to butyrate control | activation, % at 6.8 µM | 370,000 compounds, 1.8% hits;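 active = activation above a cutoff set at the mean of all screened compounds plus 3 SD, cut at about 10% in these data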;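 also: 0% = DMSO wells and 100% = sodium butyrate wells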
ssDAF12 agonist – S. stercoralis DAF-12 activation, primary screen; HEK293 ssDAF-12/GRIP1 lit1-tk-luc reporter, luminescence; % of 3 µM dafachronic acid response; activation, % at 6.8 µM; 370,000 compounds, 1% hits; AID 652126;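 active = activation above the mean over all tested compounds plus 3 SD, cut at about 0.9% in these data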;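 also: 0% = DMSO-only wells and 100% = 3 µM delta7-dafachronic acid wells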
hcDAF-12 act – activates DAF-12 receptor from parasite H. contortus. HEK293 hcDAF-12 lit1-tk-luc reporter, luminescence; 0% DMSO, 100% Δ7-dafachronic acid. activation, % at 6.8 µM. 370,000 compounds, 1.4% hits;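 active = activation above the mean of all tested compounds plus 3 SD, cut at about 5.5% in these data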;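 also: 100% = response to 3 µM Δ7-dafachronic acid high control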
* = called active by the depositor; . = not tested or not shown; & = joins results of further samples.

smiles	PG9 Ab binder	ADAM10 inh	SMARCA2 activ	ADAM17 inh	FXN GAA850 act	DAX1 inh-1	DAX1 inh-2	GC-A act	hgDAF12 agonist	ssDAF12 agonist	hcDAF-12 act
Cc1cc(=O)oc(C)c1C(=O)N1CCCc2ccccc21	-2.6	-1	4	-1	-1.6	-0.6	0.9	0	1.3	-0.4	-0.4
O=C(NC(c1ccccc1)c1ccc2ccccc2n1)C1CCN(CCOc2ccc(Cl)cc2Cl)CC1 (configuration not stated)	1.5	19	-2	8	-0.5	-1.0	.	-5	2.4	-1.1	0.0
CC(=O)N1CCOc2cc(S(=O)(=O)N3CCN(c4ccccc4)CC3)c(Cl)cc21	1.2	-3	-2	4	-1.2	-1.6	0.3	-7	-0.7	-0.5	-1.8
O=C(Nc1cccc(F)c1)C1CCN(C(=O)c2ccco2)CC1	-1.4	8	-2	3	-0.5	0.4	-0.1	-6	-1.1	-0.9	-0.7
COCCCNC(=O)c1c[nH]c2ccc(S(=O)(=O)N(C)c3ccccc3C)cc2c1=O	6.2	-32	0	-14	1.1	-0.7	-2.8	2	-2.4	-1.2	-0.9
COc1ccc2[nH]cc(C=O)c2c1	0.5	-6	5	1	-3.6	-0.2	1.0	3	-2.0	-1.0	-1.6
CCC(C)C(CO)NCCCn1cnc2c(OC)ncnc21 (configuration not stated)	-0.6	-14	-4	-3	-0.6	0.5	1.0	-1	-0.1	-0.3	3.3
N#Cc1c(C#N)c(-c2ccccc2)n(-c2ccc(C(=O)O)cc2)c1N	-1.1	-11	0	-4	1.2	-0.4	0.3	-1	-0.8	-0.8	-0.4
Cc1nc2ncnn2c(C)c1CCC(=O)NCc1ccc2c(c1)OCO2	3.3	1	1	-5	2.5	-0.1	0.8	-1	-1.7	-0.6	-0.2
CC(NC(=O)CSc1ccccc1)c1ccccc1 (configuration not stated)	0.9	-13	-5	-4	-1.3	0.4	1.6	-1	0.6	-1.8	-0.3
COc1ccc(C(C)=O)cc1CSc1nnnn1-c1ccc(O)cc1	-1.6	10	0	1	-0.5	-0.6	-2.2	1	-4.0	-1.5	-2.8
Cc1ccnc(NS(=O)(=O)c2ccc(NC(=O)c3ccc(N4C(=O)CCC4=O)cc3)cc2)n1	-1.1	2	-1	-4	1.9	0.9	0.6	1	-1.5	-0.8	1.3
Cc1ccc(S(=O)(=O)N(C)C)cc1NC(=O)c1cc(C(C)(C)C)nn1Cc1ccccc1	-1.7	13	-4	8	0.6	-1.0	0.1	1	-2.7	-1.7	-2.4
CCN1CCN(C(=O)C(C)Sc2nc3nc(C)cc(C)n3n2)CC1 (configuration not stated)	1.3	-4	-3	-4	1.6	-0.2	-0.4	-7	0.8	-1.1	-1.0
O=C(/C=C\Nc1ccc(Cl)cn1)c1ccc(Br)cc1	-1.1	7	1	0	3.4	0.0	0.0	2	2.8	-1.4	1.5
CCOc1ccc(-n2c(C)nc3cc(C(=O)NCC4CCCO4)ccc32)cc1 (configuration not stated)	2.3	-6	-4	2	0.9	0.4	0.8	2	-2.3	-1.9	-1.2
COc1ccc(NC(=O)C(c2ccc(C(F)(F)F)cc2)n2c(=O)c(-c3cc4ccccc4[nH]3)nc3ccccc32)cc1 (configuration not stated)	0.6	-400	-3	-114	.	-0.3	.	-7	-2.9	-0.7	-0.1
COc1cccc(C(C(=O)NC(C)(C)C)N(CCc2ccccc2)C(=O)CCC(=O)Nc2cc(C)on2)c1OC (configuration not stated)	-1.7	-5	-3	1	2.8	-0.2	-0.5	-5	-1.0	-1.2	0.5
CC1CCC(NC(=O)c2cc3c(=O)n(C)c4ccccc4c3n2C)CC1 (configuration not stated)	0.1	-15	0	-2	3.8	0.3	2.8	8	7.1	-0.8	3.4
CCOC(=O)C1=C(COC(=O)COc2cc(C)ccc2C)NC(=O)NC1C (configuration not stated)	-0.8	-2	0	-3	-0.3	0.8	1.3	-1	0.8	-0.3	0.5
CCCCN1CC(COCc2ccccc2)Oc2cccc(NCc3cc(OC)c(OC)c(OC)c3)c2S1(=O)=O (configuration not stated)	0.0	-3	-3	0	.	-3.7	.	-1	-3.7	-1.3	-1.5
COCCCNC(=O)CC(NS(=O)(=O)c1ccc(C)cc1)c1ccco1 (configuration not stated)	0.2	10	-1	2	-1.9	-0.8	0.2	-1	1.1	-1.4	2.1
COc1ccc(C[C@H](N)C(=O)N[C@H]2[C@@H](O)[C@H](n3cnc4c(N(C)C)ncnc43)O[C@@H]2CO)cc1	-1.3	-3	2	-6	-3.6	-7.8	-5.3	4	-18	-3.2	-8.1
CC(C)CSc1nc(N2CCOCC2)c2c(c1C#N)CC(C)(C)SC2	-0.8	0	0	1	3.9	1.0	0.5	12	-2.8	-1.2	-0.6
COc1cc(NC(=S)N(C)C)c(OC)cc1Cl	1.1	-1	-2	-4	-0.3	-0.5	.	-1	0.2	-1.8	-0.3

The list goes on, overlapping the part above by two compounds.
smiles	PG9 Ab binder	ADAM10 inh	SMARCA2 activ	ADAM17 inh	FXN GAA850 act	DAX1 inh-1	DAX1 inh-2	GC-A act	hgDAF12 agonist	ssDAF12 agonist	hcDAF-12 act
CC(C)CSc1nc(N2CCOCC2)c2c(c1C#N)CC(C)(C)SC2	-0.8	0	0	1	3.9	1.0	0.5	12	-2.8	-1.2	-0.6
COc1cc(NC(=S)N(C)C)c(OC)cc1Cl	1.1	-1	-2	-4	-0.3	-0.5	.	-1	0.2	-1.8	-0.3
COc1ccc2nc(NC(=O)C3CCN(C(=O)c4ccc(F)cc4)CC3)sc2c1	-2.2	-8	-3	-4	-0.3	-1.9	-0.5	-3	0.1	-1.2	-1.9
CCc1ccc(N2CC(C(=O)NC3CCCCC3C)CC2=O)cc1 (configuration not stated)	-0.3	0	-1	-1	0.7	0.1	1.2	-2	-0.8	-0.8	-1.3
CCOc1ccc(N2C(=O)C(Cl)=C(Nc3ccccc3O)C2=O)cc1	1.6	12	1	7	0.9	-0.5	-0.3	8	4.5	0.9	5.6*
CCn1c(SCC(=O)NC(C)C)nnc1-c1cccs1	1.8	-12	-1	-4	-0.6	-0.2	-0.4	2	-0.4	-1.2	-1.5
NC(=O)C1(S(=O)(=O)c2ccccc2)CCCCC1	-3.2	3	-1	3	0.9	0.0	-0.1	1	-2.1	-1.0	0.5
Cc1cccc(C(C)C)c1NC(=O)COC(=O)CNS(=O)(=O)c1ccccc1	0.7	-6	-2	0	1.9	2.0	-0.7	3	0.7	-0.5	-2.2
Cc1cc(OCc2cc(C(=O)N(C)CCOc3ccccc3)no2)cc(C)c1Cl	-0.6	16	-1	5	0.8	-1.0	0.9	5	-0.3	-1.4	-2.0
Cc1ccc(-n2cc(CN3CCN(Cc4nccn4C)CC3)c(-c3cccc(C)c3)n2)cc1	0.7	2	-2	-4	1.9	-0.3	-1.0	5	-0.7	-1.5	-2.5
Cc1cc(C)cc(NC(=S)NCc2ccc(F)cc2)c1	-1.5	3	-2	1	0.2	-0.1	0.5	5	0.2	-1.8	1.2
CCN(CC(=O)NC(=O)NCc1ccccc1)Cc1nc2ccccc2c(=O)[nH]1	-2.1	0	0	2	-2.3	1.2	-0.5	2	-2.1	0.3	0.6
COc1ccccc1/C=C/C=N/n1c(-c2ccc(F)cc2)n[nH]c1=S	-1.3	-14	-3	-3	1.1	0.1	.	-1	-1.8	-0.3	-3.3
Cc1ccc(SCC(=O)OCC(=O)NCCNC(=O)COC(=O)CSc2ccc(C)c(C)c2)cc1C	0.0	-6	-2	-4	2.1	1.1	-0.1	6	-1.9	-1.3	-0.3
CCN(C(=O)Cn1cnc2ccccc2c1=O)C1CCS(=O)(=O)C1 (configuration not stated)	1.9	-6	-3	-2	1.2	1.9	-0.9	0	2.6	-0.6	2.1
CCN(CC)C(=O)c1[nH]cnc1C(=O)Nc1ccon1	0.9	-7	0	0	1.3	0.2	-0.2	1	1.6	-1.5	0.1
COc1ccc(CN2CCN(Cc3ccccc3F)CC2)cc1OC	-1.2	1	-1	-2	0.4	0.1	0.3	3	-1.3	-1.5	0.4
COc1ccc(Nc2nnc(C)c3ccccc23)cc1C(N)=O	-1.0	13	1	-1	1.7	0.8	0.9	0	2.3	-0.7	1.8
COc1cc(/C=C2\C(=O)NN(c3ccccc3)C2=O)cc([N+](=O)[O-])c1O	-15	9	5	4	1.2	0.3	0.5	-2	-0.7	-0.5	-1.0
O=C(O)C(O)c1ccccc1 (configuration not stated)	-0.5&1.3	2&-9	0&-4	-4&-2	-0.2&2.4	0.3&1.4	0.1&-0.3	3&1	0.3&2.5	-1.4&-0.1	-0.3&0.6
Cc1nn(-c2cc(Cl)ccc2Cl)c(C)c1C(=O)O	0.8	-10	-3	-3	1.6	-0.4	0.3	-7	-1.2	-0.8	-0.2
CCN(c1ccccc1)S(=O)(=O)c1ccc(OC)c(N=N/C(C(=O)Nc2ccccc2)=C(/C)O)c1	-1.0	4	-4	-2	0.8	0.4	-0.1	1	1.4	-1.5	-0.8
COc1ccc(Cl)cc1NC(=O)CN(C)C(=O)c1n[nH]c2ccccc12	0.1	-2	-5	-4	1.0	-1.7	-0.1	-5	-0.9	-0.3	2.2
COC(=O)C1=C(CCc2ccccc2)NC(=O)NC1c1ccc([N+](=O)[O-])cc1 (configuration not stated)	-2.5	11	0	-1	0.4	0.5	-1.7	-4	-2.0	-1.8	-2.5
Brc1cccc(-c2nc3cccnc3nc2-c2cccc(Br)c2)c1	-0.7	3	1	-2	1.4	-0.2	-0.1	-9	5.5	-1.6	-0.9
Cc1ccc(N2CCN(c3ccc(NCc4nc5ccccc5n4C)cc3)CC2)cc1	-0.9	-110	-1	-25	3.4	0.1	-0.3	4	1.3	-0.4	3.0
CCCCc1nnc(NC(=O)c2oc3ccc(OC)cc3c2C)s1	0.6	-166	-2	-36	-0.9	0.7	-0.3	2	-0.2	-1.1	-1.1

(next part)
smiles	PG9 Ab binder	ADAM10 inh	SMARCA2 activ	ADAM17 inh	FXN GAA850 act	DAX1 inh-1	DAX1 inh-2	GC-A act	hgDAF12 agonist	ssDAF12 agonist	hcDAF-12 act
CCOc1ccc(CNC(=O)C2CCN(S(=O)(=O)N3CCC(C)CC3)CC2)cc1OC	0.0	-3	-3	0	-1.5	0.0	-1.4	3	-1.5	-0.9	1.2
CC(=O)N/C(=C/c1cccnc1)C(=O)Nc1ccc(Cl)cc1	0.1	-3	2	-1	2.6	0.4	0.3	2	-0.6	-1.0	1.6
CN(CC(=O)Nc1cccc(F)c1)C(=O)CCSc1ccc(F)cc1	-2.1	0	0	-1	-0.3	-0.6	-1.7	1	-0.4	-0.8	-1.4
CCc1ccc2nc3n[nH]c(N)c3cc2c1	-12	-8	4	-6	6.0	2.9	1.2	-1	11*	-0.7	3.8
O=C(c1cncc(Br)c1)N1CCN(S(=O)(=O)c2ccccc2C(F)(F)F)CC1	0.6	-1	-1	-2	1.2	0.0	1.1	0	0.3	-1.2	-0.7
CC1(C)CC(=O)c2c(oc3ccc(NS(=O)(=O)c4cccc5cccnc45)cc23)C1	0.6	4	-4	2	2.2	-0.6	-0.5	-1	-2.8	-1.5	-2.6
